Screening data deposited in PubChem by several laboratories.
PMI inhibitors: MPI enzyme activity inhibition – biochemical, fluorescence intensity, coupled assay, primary screen (AID 1209). purified PMI enzyme, coupled fluorescence intensity; higher % means a stronger effect. inhibition, % at 20 µM, or IC50 in µM where a hit was titrated. 190,000 tested, 0.42% active;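 note: plate controls were DMSO vehicle for no effect and wells lacking substrate for full effect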
UTI89 phage lysis: protection from phage-mediated lysis, alamar blue read-out – E. coli UTI89, K1F phage, bacterial capsule biogenesis inhibitors (AID 488966); E. coli UTI89 K1F phage lysis, alamar blue, 2 h; higher % means a stronger effect; one-dose inhibition, % at 100 µM; IC50 in µM for titrated hits; 340,000 tested, 0.02% active;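 active = phage lysis inhibition, versus mean bacterial control, above a set limit; inconclusive = no clear call, values can overlap the other calls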;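 note: capsule biogenesis inhibitors block K1F phage lysis so surviving cells raise fluorescence; higher fluorescence means more inhibition of phage lysis; actives were called in the ten point dose series up to 300 µM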
TNAP activators: stimulation of alkaline phosphatase TNAP activity – biochemical, luminescent, no phosphate acceptor, uHTS, primary screen (AID 1001); purified TNAP, luminescent activation assay, no phosphate acceptor; higher activation fold means a stronger effect; activation fold at 20 µM; hits with a dose series show EC50 in µM; 200,000 tested, 0.03% active; in the data active = activation fold from about 3, or a potency from the dose series; inactive = the rest, 99 in 100 with activation fold below about 1.6; note: many of its hits are not listed in these tables
P. falciparum M1AAP: malaria alanyl aminopeptidase activity blockers – biochemical, fluorogenic H-Leu-NHMec substrate, 1536-well (AID 1445); one-dose inhibition, % at 30 µM; IC50 in µM for titrated hits; recombinant M1AAP, H-Leu-NHMec fluorogenic kinetic assay; higher % means a stronger effect; 220,000 tested, 0.42% active;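 active = primary inhibition above the hit cutoff, then over 50% inhibition at one or more dose response concentrations, cut at about 23% in these data, passing the limit was not always enough; inconclusive = conflicting primary data, or primary hits not chosen for dose response; inactive = low primary inhibition, or under 50% at every dose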;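 note: plate controls were DMSO full reaction for no effect and no enzyme background for full effect; strong numbers were not always called active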
human PMI inhibitors: MPI inhibition at elevated mannose 6-phosphate – biochemical, fluorescence intensity, high mannose 6-phosphate, primary screen (AID 1220). one-dose inhibition, % at 20 µM; IC50 in µM for titrated hits. recombinant PMI enzyme, coupled fluorescence intensity; higher % means a stronger effect. 190,000 tested, 0.66% active
West Nile antiviral: West Nile virus antiviral activity, cell-based, CPE readout (AID 1621); West Nile virus-infected cells, CPE inhibition; higher % means a stronger effect; CPE inhibition, % at 10 µM, or IC50 in µM where a hit was titrated; 290,000 tested, 0.02% active; in the data active = a potency from the dose series; inconclusive = CPE inhibition mostly from about 3.7% at the one dose, without a potency; inactive = the rest, 99 in 100 with CPE inhibition below about 2.2%; note: strong numbers were not always called active
RSV antiviral HEp-2: RSV antiviral activity via CPE protection, HEp-2 cells, primary 10 µM value included (AID 2391); 310,000 tested, 0.13% active; one-dose CPE inhibition, % at 10 µM; IC50 in µM for titrated hits; HEp-2 cells, RSV-induced CPE inhibition; higher % means a stronger effect; in the data active = a potency from the dose series; inconclusive = CPE inhibition mostly from about 23% at the one dose, without a potency; inactive = the rest, 99 in 100 with CPE inhibition below about 21%; note: strong numbers were not always called active
P. falciparum M17LAP: P. falciparum M17LAP inhibitors, primary screen, biochemical, fluorogenic H-Leu-NHMec substrate, 1536-well (AID 1619); recombinant M17LAP, H-Leu-NHMec fluorogenic kinetic assay; higher % means a stronger effect; inhibition, % at 30 µM, or IC50 in µM where a hit was titrated; 220,000 tested, 0.38% active;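 active = compound inhibiting the enzyme by more than half at any dose during confirmatory dose-response retesting; inconclusive = strong single-dose inhibitors picked by rank but not retested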;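 note: plate controls were full reaction with DMSO carrier for no effect and no enzyme background for full effect; strong numbers were not always called active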
T cell HTS: T cell immune modulators affecting CD8 T cell-vesicle binding. 330,000 tested, 0.068% active. 2C CD8+ T cell-vesicle binding, flow cytometry; active compounds read low. calls only at 7 µM;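 active = response, share of CD8 T cells binding vesicles, and their 90th percentile fluorescence all below set limits, cut at about 80% in these data, passing the limit was not always enough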
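Assay system – 2C mouse CD8+ T cells · Also added – QL9-loaded Drosophila micro-vesicles · Timing – Cell–vesicle co-incubation 1.5 h at 37 °C, staining 20 min on ice · Signal – flow cytometry of vesicle-bound cells · Measure – percent CD8+ FL2 mean versus row control · Controls – Peptide-free naked vesicles (low) and QL9 vesicles with 0.7% DMSO vehicle (high)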
T cell HTS vesicle-bound %: recorded beside T cell HTS, whose call it bears; double positive events, %; measured here: CD8+ vesicle-bound cell fraction;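 binding gate set so that unloaded-vesicle control wells show 10% double positive cells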
The depositor's hits bear a star; i = inactive; ? = inconclusive; nt = no result given; [ ] = remark or other dose. Cut-off read from the data, not from the text of the source, unless noted: active = inhibition above about 50%; inactive = the rest. An unsorted share of the library. About 1.5% of those tested had a hit in this group.

Order of values – PMI inhibitors	UTI89 phage lysis	TNAP activators	P. falciparum M1AAP	human PMI inhibitors	West Nile antiviral	RSV antiviral HEp-2	P. falciparum M17LAP	T cell HTS	T cell HTS vesicle-bound %
COc1cc(OC)c(C(=O)O/N=C(\N)c2ccc(C)cc2)cc1OC
 : nt	-0.1%	nt	nt	nt	-0.8%	5.1%	nt	i	11.7
COc1ccccc1NC(=O)Nc1nc(C(C)(C)C)cs1
 : 20.8%	2.3%	1.1	-1.4%	56.3%*	-0.1%	30.3µM*	10.5%	i	14.6
CCC(=O)N(Cc1cc2cc(C)c(C)cc2[nH]c1=O)C1CCCCC1
 : -5.4%	-0.3%	1.1	6.0%	4.7%	-0.5%	1.6%	4.3%	i	11.8
CCOc1ccccc1-n1nnnc1SCC(=O)NC(=O)NCc1ccco1
 : 3.1%	-0.3%	1.1	8.5%	2.5%	0.2%	2.9%	15.3%	i	21.7
CCN1CCN(c2nc3c(c(=O)n(C)c(=O)n3C)n2Cc2cccc3ccccc23)CC1
 : 11.2%	0.1%	1.1	5.2%	8.2%	-0.1%	-0.4%	-2.1%	i	19.7
CCOC(=O)C1=C(C)NC(=S)NC1c1ccc(C)s1 (stereo not drawn)
 : 7.6%	-0.2%	1.1	2.5%	11.2%	-0.6%	1.5%	2.8%	i	24.2
NC(=O)C1CCN(C(=O)/C=C/c2ccccc2[N+](=O)[O-])CC1
 : nt	0.2%	nt	5.1%	nt	-0.2%	0.0%	2.5%	i	40.4
C=CCn1c(SC)nc2sc3c(c2c1=O)CCc1ccccc1-3
 : -9.2%	0.0%	1.1	-1.1%	10.1%	-1.7%	21.9%	-3.0%	i	57.9
Cc1cc(C)n(C(=O)C2CCCN2S(=O)(=O)c2ccc(Cl)cc2)n1 (stereo not drawn)
 : 1.7%	6.8%	1.1	-2.3%	-3.1%	nt	3.7%	-14.3%	i	53.7
COc1ccc(NC(=O)C(OC(=O)c2cnccn2)c2ccccc2)cc1Cl (stereo not drawn)
 : nt	0.0%	nt	nt	nt	0.5%	2.3%	nt	i	8.1
Cc1nnc(SCC2=C(C(=O)O)N3C(=O)C(NC(=O)Cn4nc(C(F)F)c(Cl)c4C)C3SC2)s1 (stereo not drawn)
 : -1.9%	-0.5%	1	9.3%	3.0%	-0.3%	1.4%	13.9µM*	i	22.4
Cc1cc2nc(CCN(Cc3cccnc3)C(=S)Nc3ccc(F)cc3)[nH]c2cc1C
 : 18.5%	3.3%	1	-2.0%	5.3%	2.2%	1.4%	2.6%	i	54.3
CCOC(=O)c1sc(C)nc1C1CCN(C(=O)OCC)CC1
 : 4.9%	1.3%	1.1	12.5%	-2.2%	-0.4%	2.0%	2.3%	i	41.8
O=C(OCc1nnc(-c2ccccc2)o1)c1ccc2c(c1)C(=O)N(CCc1ccccc1)C2=O
 : -3.3%	3.3%	1	2.8%	-4.0%	-0.2%	3.4%	-5.1%	i	34.1
CC(NC(=O)c1ccccc1Br)c1nnc(SCC(=O)NC2=NCCS2)n1C (stereo not drawn)
 : nt	0.2%	nt	nt	nt	-0.4%	2.0%	nt	i	49.8
CC[n+]1c(C=C2C=C(C)OC(C)=C2)sc2ccccc21
 : 10.0%	-0.9%	0.7	20.4%	12.3%	-1.8%	nt	?	nt	nt
Cc1ccc(S(=O)(=O)Nc2ccc(S(=O)(=O)N3CCOCC3)cc2)cc1[N+](=O)[O-]
 : nt	0.2%	nt	nt	nt	0.3%	2.8%	nt	i	22.2
Fc1cccc(NC(=S)NCCCN2CCOCC2)c1
 : -6.6%	0.2%	1.1	2.2%	-7.7%	0.6%	0.6%	-5.5%	i	24.1
CCOC(=O)Oc1ccc(/C=C2\N=C(C)OC2=O)cc1
 : nt	0.0%	nt	nt	nt	0.5%	2.9%	nt	i	38.2
O=C(Cc1ccc(Cl)cc1)NNC(=S)NC(=O)c1cccs1
 : nt	0.3%	nt	-28.8%	nt	-0.3%	nt	-12.2%	i	56.8
CCSc1ncnc2c1sc1nc(-c3ccco3)c3c(c12)CC(C)(C)OC3
 : 10.7%	nt	1.1	3.6%	5.2%	nt	2.9%	15.5%	i	50.1
CS(=O)(=O)c1ccc2nc(NC(=O)CN3CCN(Cc4ccccc4)CC3)sc2c1
 : 1.7%	2.4%	1	1.8%	5.8%	-0.1%	-0.1%	-10.0%	i	23.7
O=C(O)/C=C\C(=O)Nc1ccccc1C#Cc1ccccc1
 : 6.0%	9.0%	1.1	4.2%	11.5%	-0.4%	-0.5%	-4.0%	i	14.4
CC(C)c1ccc(-c2nnc(N)s2)cc1
 : 1.4%	1.9%	1.1	-1.7%	10.6%	0.0%	3.2%	20.0%	i	42.3
CC1CCN(C2CCN(S(=O)(=O)c3ccc(C(F)(F)F)cc3)CC2)CC1
 : nt	0.3%	nt	nt	nt	-0.1%	-1.2%	nt	i	35.3
COc1ccc2oc(=O)c(C(=O)Nc3ccccc3O)cc2c1
 : nt	-0.4%[50 µM]	nt	-0.7%	nt	0.1%	2.3%	-4.3%	i	51.7
COc1ccc(NS(=O)(=O)c2ccc3[nH]c(=O)[nH]c3c2)cc1OC
 : nt	-0.2%	nt	nt	nt	0.7%	0.2%	nt	i	43.1
CCOC(=O)c1c(NC(=O)c2ccc(N3C(=O)C4C5C=CC(C5)C4C3=O)cc2)sc2c1CCCC2 (stereo not drawn)
 : 16.0%	0.3%	1	6.5%	13.8%	-0.2%	-1.6%	-6.6%	i	49.6
COc1ccc(C(=O)NNC(=O)C(=O)N2CCCCC2)cc1OC
 : nt	0.1%	nt	nt	nt	0.1%	0.0%	nt	i	25.9
C[C@@H](NC(=O)[C@@H]1Cc2ccccc2CN1C(=O)OC(C)(C)C)C(=O)NCc1ccco1
 : nt	0.0%	nt	nt	nt	-0.1%	-0.9%	nt	i	10.6
CC(C)(C)Sc1ccc2nc3c(n2c1)CCCC3
 : -11.9%	12.8%	1	-2.8%	-1.3%	-0.8%	3.2%	1.7%	i	35.4
CN1/C(=C\C(=O)Nc2ccc(F)cc2)C(C)(C)c2ccccc21
 : 4.4%	1.9%	1	11.5%	-4.6%	-0.5%	?	-1.1%	i	50.0
OCC1(Cc2cccc(C(F)(F)F)c2)CCN(Cc2cc(F)cc(F)c2)CC1
 : 8.5%	0.1%	1	-2.9%	6.9%	-2.2%	3.6%	-8.6%	i	64.4
O=Cc1ccc(N2N=C(c3ccccc3)CC2c2ccccc2)cc1 (stereo not drawn)
 : nt	0.0%	nt	nt	nt	-1.0%	9.8%	nt	i	44.4
CCc1cc2c(=O)c(-c3ccc4c(c3)OCCO4)coc2cc1OS(C)(=O)=O
 : 20.8%	0.3%	1.1	1.2%	13.8%	-0.5%	8.8%	-8.0%	i	56.7
c1cc2c(cc1CN1CCN(C3CCCCCC3)CC1)OCO2
 : nt	0.8%	nt	nt	nt	0.4%	-2.8%	nt	i	17.8
O=C(O)[C@H](CO)Nc1ncnc2sc3c(c12)CCC3
 : -1.8%	-0.7%	1.1	10.4%	-5.4%	nt	1.3%	13.2%	i	43.9
COc1cc(-c2ccc3c(=O)c4ccccc4n(C)c3c2)cc(OC)c1OC
 : nt	-0.5%	nt	nt	nt	0.2%	5.7%	nt	i	4.8
Cc1ccc(N/C=C/C(=O)c2cccs2)cc1
 : -6.5%	-0.2%	1.1	4.4%	-2.4%	-0.3%	1.4%	3.9%	i	15.9
Cc1ccc(C)c(SCC(=O)NC(=O)Nc2ccc3c(c2)OCCO3)c1
 : 11.2%	4.6%	1	-0.5%	-2.4%	0.2%	2.4%	1.2%	i	56.1
C=CCn1cnc2c(nnn2Cc2ccc(F)cc2)c1=O
 : nt	0.5%	nt	7.4%	nt	1.8%	1.9%	-4.7%	i	12.5
Cc1ccc(NC(=O)CN(C)C2CCCCC2)cc1Cl
 : nt	0.8%	nt	nt	nt	-0.7%	-1.0%	nt	i	38.6
N#C/C(=C\c1ccc(-c2ccccc2Cl)o1)C(=O)Nc1nc2ccccc2s1
 : 2.6%	-1.1%	1	-0.8%	-5.6%	-0.7%	6.2%	-7.4%	i	53.0
COc1cc(NC(=O)c2ccc(Cl)cc2Cl)ccc1-c1cc2ccccc2oc1=O
 : -12.8%	-0.9%	1.1	4.7%	-13.2%	3.4%	1.1%	4.8%	i	24.0
COc1ccccc1Nc1ncc(C(=O)N2CCC(C(N)=O)CC2)c2ccccc12
 : 2.9%	-0.2%	1	-1.1%	1.9%	0.5%	1.2%	11.7%	i	22.8
Cc1ccc(S(=O)(=O)Nc2nc3ccccc3nc2NCC2CCCO2)cc1 (stereo not drawn)
 : nt	0.5%	nt	14.8%	nt	0.7%	1.9%	17.2%	i	35.1
COc1ccc(/C(C)=N/NC(=O)CNC(=O)c2ccncc2)cc1
 : nt	0.0%	nt	nt	nt	-0.8%	3.4%	nt	i	48.6
Cc1ccc(S(=O)(=O)Nn2cnnc2)cc1
 : nt	0.1%	nt	-1.1%	nt	0.0%	1.3%	13.1%	i	43.4
O=C(NCc1ccc2c(c1)OCO2)C(=O)NC1CCCCC1
 : -7.3%	0.0%	1	-3.7%	-9.4%	0.8%	4.3%	-1.5%	i	54.2
Cc1nn2c(NCCOCCO)c3c(nc2c1-c1ccccc1)CCC3
 : nt	0.1%	nt	7.3%	nt	-0.6%	3.2%	3.5%	i	9.6
CC1CCN(c2nc(-c3cccnc3)nc3scc(-c4ccccc4)c23)CC1
 : 10.1%	0.0%	1	-1.8%	14.4%	-0.4%	7.0%	-6.5%	i	41.8
